High-throughput results deposited in PubChem by Sanford-Burnham Center for Chemical Genomics.
A3G deaminase: APOBEC3G (human) deaminase inhibition. AID 493012. hit rate 0.28% among 330,000. recombinant A3G, ssDNA deamination FAM/TAMRA fluorescence. inhibition, % at 20 µM;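 active = inhibition of at least 40% at 20 µM, with no more than 30% in the related APOBEC3A deaminase screen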;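 also: plate controls were DMSO wells with A3G for no effect and wells lacking A3G enzyme for full effect; some compounds called inactive have numbers as strong as hits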
Target sequence (Q9HC16 whole entry, looked up): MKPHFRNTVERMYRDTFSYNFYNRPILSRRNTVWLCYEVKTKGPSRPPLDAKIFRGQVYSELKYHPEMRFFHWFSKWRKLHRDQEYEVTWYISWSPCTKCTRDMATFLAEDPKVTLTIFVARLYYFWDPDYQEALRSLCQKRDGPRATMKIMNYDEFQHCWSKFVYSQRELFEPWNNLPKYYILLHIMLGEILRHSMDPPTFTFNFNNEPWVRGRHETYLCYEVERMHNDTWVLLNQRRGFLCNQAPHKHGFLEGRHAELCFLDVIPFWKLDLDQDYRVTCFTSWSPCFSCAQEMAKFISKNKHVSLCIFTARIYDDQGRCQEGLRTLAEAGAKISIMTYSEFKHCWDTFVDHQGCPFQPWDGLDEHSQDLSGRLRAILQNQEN
A3A deaminase: inhibitors of human APOBEC3A DNA deaminase; P31941; recombinant A3A, FAM/TAMRA ssDNA deamination fluorescence; inhibition, % at 20 µM; hit rate 0.41% among 330,000;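 active = at least 40% inhibition at 20 µM here, with at most 30% in a related deaminase screen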;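 also: plate controls were A3A with DMSO for no effect and wells lacking A3A enzyme for full effect; some results filed as inactive read as strong as hits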
Target sequence (P31941 whole entry, looked up): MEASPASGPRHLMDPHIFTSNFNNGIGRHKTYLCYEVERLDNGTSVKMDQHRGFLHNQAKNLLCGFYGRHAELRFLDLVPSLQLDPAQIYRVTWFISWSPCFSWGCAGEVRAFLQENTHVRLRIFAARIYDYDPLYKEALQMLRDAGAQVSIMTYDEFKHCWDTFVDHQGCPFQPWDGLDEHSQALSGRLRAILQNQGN
hIAP inh: human IAP inhibition. P09923. purified IAP, CDP-Star luminescence, 30 min. inhibition, % at 10 µM. hit rate 0.12% among 330,000;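 active = inhibition reaching a set limit with compound at 10 µM in the primary screen, cut at about 35% in these data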;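 also: plate controls were DMSO wells with enzyme for no effect and no-enzyme buffer wells for full effect; values of inactives mirror those of a sister screen read the other way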
hIAP activ: human IAP activation; hit rate 0.16% among 330,000; purified human IAP, CDP-Star luminescence, 30 min; active compounds read high; 1 = vehicle-only enzyme, 0 = enzyme-free background; activation factor at 10 µM; P09923; AID 2524;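 active = activation factor of the enzyme at least 2-fold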; also: the source names both 10 and 20 µM as test concentration; values of inactives mirror those of a sister screen read the other way
mIAP act: mouse IAP activation. muIAP, CDP-Star luminescence, 30 min; active compounds read high; 1 = vehicle-only enzyme signal, 0 = enzyme-free wells. activation factor at 10 µM. hit rate 0.24% among 330,000. AID 2805;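 active = activation factor of at least 2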; also: the source names both 10 and 20 µM as test concentration; values of inactives mirror those of a sister screen read the other way
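Assay system: mouse IAP enzyme; reagent: chemiluminescent substrate CDP-Star; dosing: test compounds delivered from DMSO solution; schedule: 30 min at room temperature; measured by: luminescence from enzymatic CDP-Star hydrolysis; controls: DMSO-only wells and no-enzyme negative control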
SENP1 inh: blocks the human SENP1 SUMO protease catalytic domain; recombinant SENP1 catalytic domain, CyPet-SUMO1-YPet FRET cleavage; Q9P0U3; inhibition, % at 10 µM; hit rate 0.21% among 360,000; AID 624204;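 active = inhibition at least 30% at 10 µM, raw YFP signal under a set limit, fluorescence ratio 0.5 to 1.5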;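 also: 0% = enzyme with DMSO and 100% = no enzyme wells; some results filed as inactive read as strong as hits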
Target sequence (Q9P0U3 419-644 limits assumed): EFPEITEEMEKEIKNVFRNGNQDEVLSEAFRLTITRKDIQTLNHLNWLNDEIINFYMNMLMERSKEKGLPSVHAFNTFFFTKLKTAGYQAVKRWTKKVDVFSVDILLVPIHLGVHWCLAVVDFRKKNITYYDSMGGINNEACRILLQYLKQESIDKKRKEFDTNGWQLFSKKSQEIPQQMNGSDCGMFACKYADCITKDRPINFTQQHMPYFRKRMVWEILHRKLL
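system = hSENP1 catalytic domain, recombinant | reagent = SFCypet-SUMO1-SFYpet substrate at 25 nM | doses = one dose per compound, 10 µM, 0.5% DMSO | incubation = enzyme reaction for 50 min at room temperature, dark | measured by = FRET, CFP and YFP emission | controls = no-enzyme low, enzyme-DMSO high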
mIAP inh: mouse IAP inhibition; purified mouse IAP, CDP-Star luminescence, 30 min; hit rate 0.2% among 330,000; inhibition, % at 10 µM;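 active = inhibition of at least 40% at 10 µM in the primary screen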;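 also: plate controls were DMSO with enzyme for no effect and no enzyme wells for full effect; values of inactives mirror those of a sister screen read the other way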
NLRP3 yeast inh: blocks the NALP3 inflammasome reconstituted in yeast; Yeast reconstituted NLRP3/ASC/caspase-1, beta-gal luminescence, 24 h; inhibition, % at 10 µM; hit rate 0.39% among 330,000;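 active = inhibition of 50% or more; inactive = inhibition below 50%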;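 also: plate controls were induced DMSO wells for no effect and uninduced yeast grown without galactose for full effect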
MIN6 prolif: MIN6 beta-cell proliferation induction | MIN6 cells proliferation, ATPlite luminescence, 48 h; cells starved in 0.2% serum; 100% = growth in 10% serum | proliferation, % at 10 µM | AID 2380 | hit rate 0.29% among 330,000;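 active = compounds whose signal lies at least 3.5 SD above the mean of all wells on their plate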;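 also: 0% = DMSO-treated cells in low-serum medium and 100% = 10% serum control; some compounds called inactive have numbers as strong as hits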
Starred values were filed as active, the others as inactive; . = not tested or not shown.

Every second line gives: A3G deaminase | A3A deaminase | hIAP inh | hIAP activ | mIAP act | SENP1 inh | mIAP inh | NLRP3 yeast inh | MIN6 prolif
> O=C(CSc1nc2[nH]ncc2c(=O)n1-c1ccccc1Br)NCc1ccco1
→ -4.9 | -2.6 | -1.5 | 1.01 | 0.863 | -3.3 | 13.7 | -2.6 | -2.5
> O=C(NC1CCCCC1)c1cc2cc(Br)ccc2o1
→ -6.9 | -2.3 | -26.3 | 1.26 | 1.05 | 2.6 | -4.6 | 45.0 | -2.2
> CCn1c(C2CCN(Cc3ccccc3)CC2)n[nH]c1=S
→ 0.3 | 2.5 | -10.3 | 1.1 | 0.853 | 2.3 | 14.7 | 8.6 | 0.4
> NS(=O)(=O)c1ccc(CNC(=S)NC2CCCCC2)cc1
→ -11.6 | -9.2 | -8.9 | 1.09 | 1.12 | 39.6* | -11.7 | -4.2 | -1.0
> C[C@H](CO)N1C[C@H](C)[C@@H](CN(C)C(=O)Nc2ccccc2)Oc2ccc(NS(=O)(=O)c3ccc(F)cc3)cc2C1=O
→ -4.3 | -3.1 | 6.4 | 0.936 | 1.07 | 0.8 | -6.7 | -6.3 | -0.3
> NC(=O)CC(NC(=O)Cc1ccc(Br)cc1)c1ccc(N2CCC(Cc3ccccc3)CC2)c([N+](=O)[O-])c1 (configuration not stated)
→ -7.0 | -4.3 | 0.5 | 0.995 | 0.909 | 0.8 | 9.1 | 51.3* | -4.5
> Cc1ncsc1CCC(=O)N1CCCC(C(=O)c2cccc(Cl)c2)C1 (configuration not stated)
→ 0.7 | -3.5 | -1.7 | 1.02 | 0.97 | 2.2 | 3.0 | -10.5 | -3.6
> CN(CCOc1ccccc1)C(=O)C1CCC(=O)N(CCCN2CCCC2=O)C1 (configuration not stated)
→ 1.5 | -2.9 | 11.4 | 0.886 | 0.986 | 0.2 | 1.4 | 9.9 | -0.5
> COc1ccc(NC(=O)c2cnc(SC)nc2)cc1
→ -2.9 | -0.4 | -13.9 | 1.14 | 0.989 | -0.3 | 1.1 | 36.5 | -1.2
> CCCn1c(Sc2nnnn2-c2ccccc2)n[nH]c1=O
→ 0.3 | 0.2 | -4.5 | 1.04 | 1.08 | 1.3 | -7.8 | 12.8 | -1.7
> COC(=O)C1C(=O)NCC1c1ccc(C)cc1 (configuration not stated)
→ -1.0 | -3.7 | -2.4 | 1.02 | 0.971 | 2.7 | 2.9 | 0.0 | -2.1
> COc1ccccc1/C=C/CN1CCC(CO)(Cc2ccccc2)CC1
→ 0.0 | 2.4 | 0.0 | 1 | 1.07 | 0.1 | -7.3 | 4.8 | -3.3
> COc1cccc(Nc2ccc(C(=O)O)cc2N)c1
→ -5.4 | -4.4 | -12.3 | 1.12 | 0.955 | -1.7 | 4.5 | 0.7 | -0.7
> COC(=O)[C@@]1(C)[C@H]2C(=O)N(Cc3ccccc3)C(=O)[C@H]2[C@H]2CN=C(SCc3ccc(Cl)cc3)N21
→ 1.6 | 1.5 | . | . | 1.02 | 0.7 | -2.2 | . | .
> CC1=NN(c2nc3ccccc3s2)C(O)(C(F)(F)F)C1 (configuration not stated)
→ -1.7 | -3.0 | -2.5 | 1.02 | 1.06 | -0.9 | -5.9 | 8.6 | -2.0
> CCSc1nnc(NC(=O)CC(C)C)s1
→ -3.2 | 4.0 | -12.8 | 1.13 | 1.04 | -2.2 | -4.1 | 36.1 | 1.4
> CN(CC(=O)N(CCO)Cc1ccccc1)S(=O)(=O)c1ccc2c(c1)c(=O)n(C)c(=O)n2C
→ -3.3 | -2.9 | -13.9 | 1.14 | 1.03 | 1.9 | -3.3 | -1.3 | -2.2
> CSc1cccc(NC(=O)CCn2c(=O)c3cccn3c3cccnc32)c1
→ -3.3 | 0.7 | -22.6 | 1.23 | 0.93 | -3.4 | 7.0 | 16.7 | 8.8
> Cc1c(Cl)cn2c(=O)cc(CN3CCN(c4ccccc4)CC3)nc2c1Cl
→ -4.2 | 0.7 | 19.0 | 0.81 | 0.895 | -6.8 | 10.5 | 39.4 | 0.6
> O=c1c(-c2ccc(F)cc2)coc2cc(O)ccc12
→ -1.7 | -2.7 | -2.1 | 1.02 | 1.01 | -1.9 | -0.6 | 34.2 | -3.1
> CCC(=O)N1COC[C@@H]1Cc1ccccc1
→ -1.2 | -0.6 | -19.9 | 1.2 | 0.984 | 4.6 | 1.6 | -2.3 | 1.3
> COc1ccc(S(=O)(=O)NCc2ccccn2)cc1NC(=O)c1ccccc1F
→ -5.8 | -3.9 | 5.7 | 0.943 | 0.973 | -1.7 | 2.7 | -6.4 | -1.4
> CN(C)S(=O)(=O)c1ccc(C(=O)N2CCN(S(=O)(=O)c3cccs3)CC2)cc1
→ -1.9 | 0.0 | 7.4 | 0.925 | 0.868 | 0.4 | 13.2 | 17.6 | 1.7
> COc1ccc(NC(=O)Nc2ccc(N3CCCC3=O)cc2)cc1OC
→ 1.0 | 1.3 | -14.2 | 1.14 | 1.11 | 2.0 | -10.7 | 0.9 | -0.3
> CC(=O)NC(C)c1cc(Cl)c2cccnc2c1O (configuration not stated)
→ -10.9 | -5.2 | -48.0 | 1.48 | 0.959 | 1.3 | 4.1 | 32.3 | -7.3
> CC(=O)Nc1ccc2nc(NC(=O)c3cccs3)sc2c1
→ -7.3 | -2.2 | 8.9 | 0.911 | 1.09 | -0.3 | -9.4 | -0.8 | -4.4
> C#CCOCCOCCOCCNc1nc(N2CCN(C(=O)CCCCCCCCCCNC(=O)[C@H](CO)n3cc(CCCSC)nn3)CC2)nc(N2CCN(C(=O)CCCCCCCCCCNC(=O)[C@H](CCCCN)n3cc(CCO)nn3)CC2)n1
→ -5.8 | -6.4 | 4.3 | 0.957 | 1.36 | -1.3 | -35.8 | 23.2 | -0.3
> COc1ccccc1OCc1ccc(C(=O)Nc2ccc(Cl)cn2)o1
→ -4.9 | -3.2 | -35.7 | 1.36 | 0.949 | 3.6 | 5.1 | 20.3 | -2.4
> O=C(CSc1nc2c(c(=O)n1-c1ccc(Cl)cc1)SCC2)NCC1CCCO1 (configuration not stated)
→ 1.4 | -0.3 | 2.7 | 0.973 | 1.04 | -0.4 | -3.8 | 9.3 | -3.0
> COC(=O)c1cccc(NS(=O)(=O)c2ccc(OC)c(OC)c2)c1C
→ 5.1 | 4.8 | 5.4 | 0.946 | 1.01 | 1.5 | -0.7 | 10.9 | 1.7

Other records follow.
SMILES,A3G deaminase,A3A deaminase,hIAP inh,hIAP activ,mIAP act,SENP1 inh,mIAP inh,NLRP3 yeast inh,MIN6 prolif
COC(=O)c1ccc(/C=N/Nc2nc(N3CCCCC3)nc(N3CCCCC3)n2)cc1,-9.7,-3.4,-7.8,1.08,0.829,1.4,17.1,3.8,-2.2
COc1cccc(C(=O)CSc2nnc(-c3cc(OC)cc(OC)c3)o2)c1,-6.2,0.6,8.7,0.913,0.884,1.1,11.6,14.3,-2.8
Cc1cc(C)n(C(=O)CSc2nnc(SCC(=O)n3nc(C)cc3C)s2)n1,1.3,3.0,-7.2,1.07,0.959,-1.8,4.1,3.7,-2.3
COc1ccc(Cl)cc1NC(=O)CSc1nnc(C2CC2)n1C,-5.4,-2.7,3.4,0.966,0.984,1.0,1.6,3.1,2.4
CC(c1ccccc1)C1CC(=O)N(c2ccc(C(=O)O)cc2)C1=O (configuration not stated),-7.3,-3.8,-7.6,1.08,0.988,1.3,1.2,-0.8,-1.5
Cc1ccc(-n2c(CCc3ccccc3)n[nH]c2=S)cc1C,-0.5,-4.3,-0.6,1.01,0.887,-0.3,11.3,25.3,-0.2
Fc1ccc(CNCc2ccccc2Cl)cc1,-1.5,1.5,1.4,0.986,1.1,-1.7,-9.7,12.0,1.4
Cc1ccc(-c2nc3cnccn3c2Nc2ccccc2)o1,18.8,-6.0,14.0,0.86,0.972,-42.1,2.8,17.1,-5.5
O=C1NC(c2ccc(Br)cc2)Nc2sc3c(c21)CCC3 (configuration not stated),1.4,4.1,-5.9,1.06,0.901,-44.6,9.9,14.1,2.1
Cc1cc(C)nc(NC(=O)CSc2nccc(C)n2)n1,0.2,5.8,0.6,0.994,1.02,2.7,-2.2,4.8,-3.3
CCOc1ccc(S(=O)(=O)NCc2ccccc2OC)cc1,11.5,-2.1,2.0,0.98,1.08,-0.2,-7.6,5.4,-4.1
Cc1ccc(S(=O)(=O)N2CCOCC2)cc1NC(=O)CSCc1c(C)noc1C,4.9,9.9,11.6,0.884,1.02,1.9,-2.0,3.5,-2.3
COc1ccc(COC(=O)N/N=C/c2cccs2)cc1,-10.5,-5.0,11.1,0.889,0.964,0.3,3.6,23.8,0.4
Cc1cccc(NC(=O)c2nc[nH]c2C(=O)N[C@@H](CC(C)C)C(=O)OCc2ccccc2)c1,-8.2,-1.6,-40.3,1.4,0.944,-1.2,5.6,6.0,-6.8
Nc1c(N2CCCC2)cc(Cl)c2nonc12,0.2,2.6,35.1*,0.649,0.875,60.8*,12.5,15.7,1.9
CC(C)COc1ccc(S(=O)(=O)NNC(=O)c2cc3ccccc3o2)cc1,-4.7,-5.8,-11.3,1.11,0.914,-1.3,8.6,10.2,-2.7
O=C(CSc1nc2[nH]ncc2c(=O)[nH]1)Nc1ccc(F)cc1,-9.7,-3.5,-2.1,1.02,0.957,-0.6,4.3,17.8,1.3
COc1ccccc1CNC(=O)C(C)NS(=O)(=O)c1ccc(Br)cc1 (configuration not stated),-6.3,0.4,33.2,0.668,0.965,2.1,3.5,6.1,0.5
CCC(C)(C(=O)NC1CCCC1)N(Cc1ccco1)C(=O)c1ccc2c(c1)OCO2 (configuration not stated),-4.6,-2.3,8.5,0.915,1.04,6.9,-3.8,10.5,8.7*
O=C(Cn1cc2c(n1)CCCC2)N1CCCc2ccccc21,-7.1,-2.2,-0.5,1,1,0.1,-0.5,8.0,1.6

This is a subset; the hit share may differ from the screen's.
